Screening data deposited in PubChem BioAssay by several laboratories.
FID counter: fluorescent intercalator displacement, NS3 helicase counter-screen; inhibition, % at 7.9 µM; actives 0.17% (n = 290,000); AID 1845; DNA fluorescent intercalator displacement, fluorescence; in the data active = inhibition above about 37%;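 note: 0% = vehicle and 100% = reference compound; higher means more ethidium bromide displaced from hairpin DNA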
IMP-1 inh: inhibitors of Pseudomonas aeruginosa IMP-1 metallo-beta-lactamase. purified IMP-1, nitrocefin hydrolysis, epi-absorbance fluorescence. actives 0.45% (n = 290,000). AID 1556. inhibition, % at 5.6 µM;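 active = inhibition above the mean plus 3 SD of all compounds in the same screening run, cut at about 4.5% in these data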;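 note: 0% = IMP-1 with DMSO and 100% = DMSO wells lacking enzyme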
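system = purified recombinant IMP-1 beta-lactamase | amount = 0.2 nM IMP-1, as dispensed | medium = HEPES buffer pH 7.1 with ZnSO4 and Brij 35 | times = 25 °C, 15 min preincubation, 25 min reaction | detection = plate fluorescence quenching by hydrolysis product, ex 480/em 530 nm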
MEKK3 PB1 HTS: raises or lowers MEK5 binding to the human MEKK3 PB1 domain; Q99759; bead-based flow cytometry, Alexa488-MEK5 binding to MEKK3; actives lie on both sides; 0 = blocked by unlabeled MEK5, 100 = vehicle; binding response (% of control), % at 10 µM; actives 1.4% (n = 290,000); AID 1529;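 active = binding response more than 3 SD above or below the average of its plate-row segment, actives on both sides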;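 note: Alexa488 bead fluorescence after subtracting the streptavidin-only scavenger bead signal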
SUMO HTRF inh: SUMOylation inhibition. inhibition, % at 35 µM. actives 0.36% (n = 290,000). HTRF SUMOylation assay, SAE1/SAE2 + UBC9, in vitro. P63279. AID 2006; in the data active = inhibition above about 50%, passing the limit was not always enough; note: strong numbers were not always called active
PHOSPHO1 inh: inhibitors of human PHOSPHO1 phosphatase | recombinant PHOSPHO1, absorbance phosphatase assay | Q8TCT1 | inhibition, % at 13.3 µM | AID 1565 | actives 1.1% (n = 290,000); in the data active = inhibition above about 60%
pCIP destab: p/CIP protein destabilization; Q05BA5; F442A p/CIP-EGFP cells, EGFP fluorescence, 16 h; decrease of EGFP signal, % at 10 µM; actives 0.01% (n = 290,000); AID 1984;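 active = EGFP signal decrease of at least 30% at 10 µM or well 3 SD below plate mean, unless failing retest; inactive = the rest, including hits failing retest or dose response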; note: some compounds called inactive have numbers as strong as hits; many of its hits are not listed in these tables
VIM-2 inh: blocks Pseudomonas aeruginosa VIM-2 metallo-beta-lactamase; purified VIM-2, nitrocefin hydrolysis, epi-absorbance fluorescence; inhibition, % at 5.6 µM; actives 0.89% (n = 290,000); AID 1527;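 active = inhibition above the mean of all tested compounds plus 3 SD, cutoff set per screening run, cut at about 7.5% in these data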;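 note: red hydrolysis product quenches plate fluorescence so inhibitors raise well fluorescence; 0% = enzyme with DMSO and 100% = DMSO without enzyme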
IDE cell activ: IDE (human) activation, cell-based. P14735. activation, % at 5.96 µM. HEK cells, FAbeta-B cleavage, fluorescence polarization; 0% vehicle, 100% cell-free pure enzyme wells. actives 0.073% (n = 340,000);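 active = activation above the mean of all tested compounds plus 3 SD, set per screening campaign, cut at about 17% in these data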
HCV NS3 hel inh: inhibitors of Hepatitis C virus NS3 helicase; NS3 helicase DNA unwinding, Cy5 molecular beacon fluorescence; AID 1800; inhibition, % at 10.9 µM; actives 0.56% (n = 290,000);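 active = inhibition above the mean of all tested compounds plus 3 SD, set per campaign, cut at about 35% in these data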;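 note: 0% = DMSO wells and 100% = thioflavine S control wells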
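assay system = NS3 helicase fragment of HCV | buffer or medium = MOPS pH 6.5, MgCl2, DTT, Tween20, BSA | timing = 60 min unwinding reaction at 25 °C after ATP addition | signal = Cy5 beacon fluorescence read at start and 1 h | read-out basis = % inhibition of unwinding | control set = low DMSO, high thioflavine S at 110 µM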
Active calls of the source: *; / = no result given; [ ] = another dose, or the depositor's remark. A portion of the library. The share of hits here may be higher or lower than overall.

nr	mol	FID counter	IMP-1 inh	MEKK3 PB1 HTS	SUMO HTRF inh	PHOSPHO1 inh
1	CCn1cc2nc(SCC(=O)Nc3ccc(OC)c(OC)c3)n(Cc3ccc(OC)cc3)c(=O)c2n1	-36	-1.6	99	6	32
2	CCOc1ccccc1NC(=O)C(CC(C)C)NC(=O)C1CCC(C)CC1 (stereo not given)	-6	-3.1	99	-17	5
3	CCC(CC)N1CCN(CCc2ccccc2)C(CCO)C1 (stereo not given)	1	-3.1	105	8	28
4	Cc1cc(C)n2nc(C(=O)NCc3ccccc3)nc2n1	1	0.6	102	-12	-30
5	CN(C)CCCN(C(=O)c1ccc(S(=O)(=O)N2CCCc3ccccc32)cc1)c1nc2ccc(F)cc2s1	33	-0.1	120	9	28
6	CCOC(=O)C1=C(NC#N)OC(C)=C(C)C1c1ccc(O)cc1 (stereo not given)	-8	-4.3	107	-2	21
7	CCSc1nc2c(sc3nc(C)cc(C)c32)c(=O)[nH]1	-11	-3.3	/	4	26
8	CCC(C)N(C(=O)C(F)(F)F)C(C(=O)NC1CCCCC1)c1ccncc1 (stereo not given)	-23	-1.6	98	-5	-9
9	CS(=O)(=O)N1CCN(C(=O)Nc2ccccc2)CC1	-1	-3.2	99	10	40
10	COc1ccccc1-c1c(C)nn2c(-c3ccccc3)cc(C)nc12	-34	-0.2	98	17	42

nr	pCIP destab	VIM-2 inh	IDE cell activ	HCV NS3 hel inh
1	-8	0.1	2	-8
2	6	-5.3	0	0
3	3	-0.5	4	-1
4	3	-0.3	-4	2
5	-4	-1.1	3	-38
6	-10	2.0	1	8
7	-24	0.8	/	4
8	-9	-2.8	3	5
9	4	-3.0	5	-1
10	-8	-0.5	-2	12

Profiles, looked up by structure:
Results for `CCn1cc2nc(SCC(=O)Nc3ccc(OC)c(OC)c3)n(Cc3ccc(OC)cc3)c(=O)c2n1` → FID counter = -36; IMP-1 inh = -1.6; MEKK3 PB1 HTS = 99; SUMO HTRF inh = 6; PHOSPHO1 inh = 32; pCIP destab = -8; VIM-2 inh = 0.1; IDE cell activ = 2; HCV NS3 hel inh = -8
Results for `CCC(CC)N1CCN(CCc2ccccc2)C(CCO)C1` (stereo not given) → FID counter = 1; IMP-1 inh = -3.1; MEKK3 PB1 HTS = 105; SUMO HTRF inh = 8; PHOSPHO1 inh = 28; pCIP destab = 3; VIM-2 inh = -0.5; IDE cell activ = 4; HCV NS3 hel inh = -1

Additional records follow.
nr	mol	FID counter	IMP-1 inh	MEKK3 PB1 HTS	SUMO HTRF inh	PHOSPHO1 inh
11	COc1ccc(N2CCN(C(CNC(=O)c3ccc4c(c3)OCO4)c3ccco3)CC2)cc1 (stereo not given)	-15	-0.8	101	-4	53
12	Cc1ccc(C)c(OCC(O)CN2CCN(CCN3C(=O)c4cccc5cccc(c45)C3=O)CC2)c1 (stereo not given)	16	-5.9	106	-5	-5
13	CCc1ccc(NC(=O)CSc2n[nH]c(C)c2[N+](=O)[O-])cc1	11	-3.4	102	3	-12
14	Cc1nnsc1C(=O)Nc1ccccc1	4	-2.7	118	14	-68
15	COc1cc(NC(=O)Cc2c(C(=O)O)n(C)c3ccccc23)cc(OC)c1OC	-37	-0.9	102	7	-16
16	CCn1ncc(C2=NOC(C(=O)Nc3ccc4c(c3)OCO4)C2)c1C (stereo not given)	-7	1.1	2.0*[inhibitor]	8	-92
17	CCOC(=O)N1CCC2(CC1)C(C#N)=C(N)Oc1c2sc2nc(C)cc(C)c12	-24	-2.8	102	-1	-17
18	CCn1c(SCC(O)c2ccccc2)nnc1-c1ccccc1 (stereo not given)	-17	0.1	100	-8	-8
19	Cc1cc([N+](=O)[O-])cc2c1NCC1CC=CC21 (stereo not given)	3	-4.1	107	11	-2
20	O=C(CSc1ccc(-c2cccs2)nn1)N1CCCCCC1	-16	0.1	107	-2	2

nr	pCIP destab	VIM-2 inh	IDE cell activ	HCV NS3 hel inh
11	8	-0.4	10	1
12	-9	0.5	6	-31
13	2	-3.2	2	5
14	-19	-1.0	6	4
15	-5	-3.8	6	11
16	-4	2.3	-3	-2
17	-1	1.4	-8	-6
18	0	0.0	2	5
19	0	-3.1	2	3
20	1	0.7	-1	-7

The listing continues.
nr	mol	FID counter	IMP-1 inh	MEKK3 PB1 HTS	SUMO HTRF inh	PHOSPHO1 inh
21	CCCCCC1=NN2C(=O)CC(=O)N=C2S1	-42	-2.9	89	21	48
22	COC/C=C/C1=CC2=CC(=O)C(C)(OC(=O)c3cnc4ccccc4n3)C(=O)C2=CN1CCCCO (stereo not given)	/	/	107	22	13
23	Brc1ccc(/C=N/N2CCN(C3c4ccccc4-c4ccccc43)CC2)s1	1	-2.0	100	0	18
24	c1ccc(C2Nc3ccccc3-c3nc4ccccc4n32)nc1 (stereo not given)	3	-0.9	97	8	-10
25	CCC(C)NC(=O)c1cc(CC(C)C)on1 (stereo not given)	6	-1.5	103	-5	-6
26	CCOc1ccc(CNc2ccc(N3CCOCC3)c(C(=O)O)c2)cc1	-6	-2.7	99	-3	0
27	Cn1cccc1/C=C1\CCC/C(=C\c2cccn2C)C1=O	-22	-3.0	89	11	28
28	CCOC(=O)Cn1c(-c2ccccc2)cc(SC)c(C#N)c1=O	-20	-1.3	105	3	-7
29	CC1CC(C)CN(S(=O)(=O)N2CCCC(C(=O)NCCc3ccccc3)C2)C1 (stereo not given)	-48	-2.9	100	/	-4
30	CCC(=O)NC(c1ccc(N(C)C)cc1)c1c(O)ccc2ccccc12 (stereo not given)	-5	-0.8	62	-10	22

nr	pCIP destab	VIM-2 inh	IDE cell activ	HCV NS3 hel inh
21	-16	-1.8	-4	36
22	-17	/	2	/
23	-3	-2.0	-7	1
24	19	2.9	3	-5
25	4	-0.2	0	0
26	-7	0.1	0	-4
27	-1	-2.9	-74	-14
28	-28	0.3	4	-8
29	-10	-2.0	6	4
30	30	1.7	3	-1

Additional records
nr	mol	FID counter	IMP-1 inh	MEKK3 PB1 HTS	SUMO HTRF inh	PHOSPHO1 inh
31	CCCc1nnc2n1N=C(c1ccc([N+](=O)[O-])cc1)CS2	5	-2.9	106	26	15
32	CCCNC(=O)/C(C#N)=C1\N=C(NC(=O)c2ccco2)c2ccccc21	-6	-1.4	88	1	42
33	CCC(=O)O[C@@H]1CC(=O)O[C@H](C)CC=CC=C[C@@H](O)[C@H](C)C[C@H](CC=O)[C@H](O[C@H]2O[C@H](C)[C@@H](O[C@H]3C[C@@](C)(O)[C@@H](OC(=O)CC)[C@H](C)O3)[C@H](N(C)C)[C@H]2O)[C@H]1OC	/	/	107	-10	-41
34	CSc1ccc(-c2nc(CSCC(=O)NCCCN3CCCC3=O)c(C)o2)cc1	-46	-1.6	101	12	19
35	N#C/C(=C(/O)CCCl)c1ccccn1	8	-1.8	100	46	27
36	CC(C)(C)c1ccccc1OCC(=O)NCc1ccccc1	-28	0.5	100	-8	-13
37	COc1ccc2nc(NC(=O)CSc3nnc(N)s3)sc2c1	0	-2.6	98	-5	9
38	N#C/C(=C\c1c(N2CCCCC2)nc2ccccn2c1=O)C(=O)NCc1ccco1	-4	0.8	100	31	11
39	Cc1oc2nc(SCC(=O)NC3CCCCC3)nc(N)c2c1C	-17	0.5	107	/	/
40	Cc1ccc(-c2nn(C)c(=O)c3ccccc23)cc1CNC(=O)c1ccco1	-16	-5.5	105	-9	6

nr	pCIP destab	VIM-2 inh	IDE cell activ	HCV NS3 hel inh
31	8	-1.3	7	-4
32	-4	6.2	-2	1
33	0	/	/	/
34	-2	-2.5	-6	-4
35	4	-0.6	0	1
36	9	-1.0	4	-2
37	6	0.9	1	-4
38	-9	-1.4	6	13
39	/	1.4	-5	11
40	-3	4.9	1	7

Among those listed so far, these contain a nitro group on carbon:
nr	mol	FID counter	IMP-1 inh	MEKK3 PB1 HTS	SUMO HTRF inh	PHOSPHO1 inh
13	CCc1ccc(NC(=O)CSc2n[nH]c(C)c2[N+](=O)[O-])cc1	11	-3.4	102	3	-12
19	Cc1cc([N+](=O)[O-])cc2c1NCC1CC=CC21 (stereo not given)	3	-4.1	107	11	-2
31	CCCc1nnc2n1N=C(c1ccc([N+](=O)[O-])cc1)CS2	5	-2.9	106	26	15

nr	pCIP destab	VIM-2 inh	IDE cell activ	HCV NS3 hel inh
13	2	-3.2	2	5
19	0	-3.1	2	3
31	8	-1.3	7	-4

Continuation.
nr	mol	FID counter	IMP-1 inh	MEKK3 PB1 HTS	SUMO HTRF inh	PHOSPHO1 inh
41	O=C1OCCN1C(=O)[C@H]1[C@H](c2ccc(F)cc2)C(c2ccc(F)cc2)=NN1c1ccccc1	-6	-3.6	108	8	-31
42	Cc1cc(C(=O)CSc2nncs2)c(C)n1Cc1ccco1	-10	-2.7	87	2	30
43	Cc1ccc(NC(=O)c2cccnc2)c([N+](=O)[O-])c1	1	-0.6	103	6	8
44	COc1ccc(/C=N/N(C)C2=NS(=O)(=O)c3ccccc32)cc1	-6	-2.4	103	22	14
45	S=c1[nH]c2ccc3ccccc3c2[nH]1	1	-4.2	97	4	-16
46	Cc1ccc(NC(=O)c2ccc(OC(=O)CCN3C(=O)c4ccccc4C3=O)cc2)cc1	-1	-1.8	100	0	-29
47	CC1=C(C)CC(C(=O)NC2CCN(C(C)C)CC2)C(C(=O)O)C1 (stereo not given)	0	-1.2	104	3	28
48	O=C1CCSc2cccc3cccc(c23)N1	1	-2.8	106	16	-2
49	COC(=O)c1ccccc1NC(=O)Cn1nc2n(C)c3ccccc3n2c(=O)c1=O	-1	-1.6	93	17	3
50	COc1cccc(/C=C/c2ccccn2)c1O	1	-2.8	106	16	24

nr	pCIP destab	VIM-2 inh	IDE cell activ	HCV NS3 hel inh
41	-4	-1.7	-6	-2
42	-2	-1.4	7	-5
43	9	1.4	3	-1
44	-7	1.2	8	16
45	0	-0.5	1	-1
46	-6	-1.2	3	16
47	1	-0.1	2	10
48	-4	-1.9	8	-3
49	-2	-0.6	/	-2
50	0	0.0	2	-3

Remaining list, next part:
nr	mol	FID counter	IMP-1 inh	MEKK3 PB1 HTS	SUMO HTRF inh	PHOSPHO1 inh
51	Cc1onc(-c2ccccc2Cl)c1C(=O)NC1CCCCCC1	-16	-0.8	111	3	39
52	CC(C)(C)c1ccc(OCc2ccc(C(=O)Nc3cccnc3)o2)cc1	-21	-2.8	101	-36	28
53	CSc1ccccc1NC(=O)c1csc(C)c1	-9	-3.7	102	-9	24
54	Cc1ccccc1OCC(=O)O/N=C(\N)Cc1ccc(Cl)cc1	-8	0.6	102	-5	5
55	CC(C)(C)OC(=O)NCC(=O)NCC(=O)OCc1ccccc1	-5	-2.2	88	5	12
56	O=C(Oc1ccc2ccc(O)cc2c1)c1ccccc1Cl	-9	-1.5	107	0	-16
57	CC1CCN(c2ncnc3ccccc23)CC1	0	-0.4	100	-4	-13
58	CC(=O)NN1C(=O)/C(=C/c2ccc(Br)o2)SC1=S	-5	-3.0	99	26	87*

nr	pCIP destab	VIM-2 inh	IDE cell activ	HCV NS3 hel inh
51	-10	-0.7	-4	-15
52	10	-2.8	6	-18
53	13	-1.7	6	-2
54	9	0.7	5	-4
55	6	-2.0	2	4
56	-4	-0.8	3	-10
57	-2	0.5	-2	0
58	-28	0.6	3	11
